Compound activity (PubChem)
Fam108B inh: blocks mouse Fam108B hydrolase in RBBP9 counter-screen | recombinant Fam108B, FP-Rh probe fluorescence polarization | inhibition, % at 9.51 µM | 0.33% of 300,000 active;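 active = inhibition above the screen mean inhibition plus 3 SD, computed separately per campaign, cut at about 18% in these data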;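 also: inhibitors lower polarization as less probe binds the enzyme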
PME-1 primary: PME-1 (human) inhibition; recombinant PME-1, FP-Rh probe fluorescence polarization; inhibition, % at 5.9 µM; 0.53% of 320,000 active; AID 2130;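 active = inhibition above the campaign mean of all compounds plus 3 SD, cut at about 26% in these data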;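 also: competitive labeling of PME-1 active site by serine hydrolase directed probe; 0% = PME-1 with DMSO and 100% = wells lacking PME-1 enzyme; inhibitors block probe labeling so polarization falls and inhibition rises; many of its hits are not listed in these tables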
GLD-1 TGE inh: GLD-1-TGE RNA interaction inhibition (C. elegans) | purified GLD-1 + fluorescein TGE RNA, fluorescence polarization | inhibition, % at 5.96 µM | 0.44% of 320,000 active | AID 2280;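 active = percent inhibition above a per-plate cutoff, the plate mean of test compounds plus 3 SD, cut at about 30% in these data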;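 also: 0% = DMSO wells with GLD-1 and probe and 100% = wells lacking GLD-1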
MEX-5 binding: C. elegans MEX-5 TCR-2 RNA binding activity | MEX-5/FITC-TCR2 RNA binding, fluorescence polarization; hits give low values | activity score (negative = inhibition of binding), % at 10 µM | 0.38% of 300,000 active | AID 1832;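 active = inhibition past about -25% in most replicates, and total fluorescence under double the plate's negative control median, limit read from the data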;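 also: 0% = DMSO and -100% = 5 µM competing unlabeled TCR2 RNA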
Target sequence (Q9XUB2 whole entry, looked up): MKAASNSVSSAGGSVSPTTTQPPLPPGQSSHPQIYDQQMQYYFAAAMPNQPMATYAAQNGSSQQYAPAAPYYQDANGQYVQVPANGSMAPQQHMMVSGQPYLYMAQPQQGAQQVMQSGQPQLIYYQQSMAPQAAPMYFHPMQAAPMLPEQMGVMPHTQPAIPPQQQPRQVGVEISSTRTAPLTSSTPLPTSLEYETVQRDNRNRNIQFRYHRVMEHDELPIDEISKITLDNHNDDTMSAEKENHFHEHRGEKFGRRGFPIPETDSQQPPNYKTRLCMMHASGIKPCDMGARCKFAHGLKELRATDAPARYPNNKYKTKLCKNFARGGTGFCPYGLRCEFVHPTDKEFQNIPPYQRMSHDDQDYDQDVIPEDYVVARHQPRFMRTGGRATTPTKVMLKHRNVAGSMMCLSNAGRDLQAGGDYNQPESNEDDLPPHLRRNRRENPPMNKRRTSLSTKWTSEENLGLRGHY
Bcl-xL primary: Bcl-xL (human) inhibition; Q07817; GST-Bcl-xL / FITC-Bim BH3 peptide fluorescence polarization; inhibition, % at 10.9 µM; 0.7% of 320,000 active;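 active = inhibition above the mean of all tested compounds plus 3 SD, cutoff set per campaign, cut at about 30% in these data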;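 also: 0% = DMSO wells and 100% = unlabeled Bim-BH3 peptide competitor; inhibitors lower millipolarization by displacing the labeled peptide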
Target sequence (Q07817 whole entry, looked up): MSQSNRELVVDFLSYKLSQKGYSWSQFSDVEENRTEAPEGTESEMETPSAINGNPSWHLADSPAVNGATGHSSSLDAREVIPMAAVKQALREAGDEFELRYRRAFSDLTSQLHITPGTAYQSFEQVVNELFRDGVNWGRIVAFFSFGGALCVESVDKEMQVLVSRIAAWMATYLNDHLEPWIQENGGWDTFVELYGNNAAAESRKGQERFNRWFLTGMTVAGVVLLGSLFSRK
GSTO1 inh: counter-screen for RBBP9 inhibitors: inhibitors of human GSTO1. 1.1% of 300,000 active. recombinant GSTO1, activity-based probe fluorescence polarization. P78417. inhibition, % at 5.96 µM;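 active = inhibition above the campaign mean inhibition plus 3 SD, cut at about 35% in these data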;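 also: 0% = GSTO1-1 with DMSO and 100% = wells lacking GSTO1-1 enzyme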
MCL1 BIM primary: inhibitors of human MCL1 binding to BIM-BH3 peptide; Q07820; GST-MCL1 / FITC-Bim-BH3 fluorescence polarization; inhibition, % at 10.9 µM; 0.68% of 320,000 active; AID 2057;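 active = inhibition above the mean inhibition of all tested compounds plus 3 SD, set per campaign, cut at about 40% in these data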;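 also: 0% = DMSO wells and 100% = unlabeled Bim-BH3 peptide control; higher means more loss of mP so more displacement of Bim peptide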
Target sequence (Q07820 whole entry, looked up): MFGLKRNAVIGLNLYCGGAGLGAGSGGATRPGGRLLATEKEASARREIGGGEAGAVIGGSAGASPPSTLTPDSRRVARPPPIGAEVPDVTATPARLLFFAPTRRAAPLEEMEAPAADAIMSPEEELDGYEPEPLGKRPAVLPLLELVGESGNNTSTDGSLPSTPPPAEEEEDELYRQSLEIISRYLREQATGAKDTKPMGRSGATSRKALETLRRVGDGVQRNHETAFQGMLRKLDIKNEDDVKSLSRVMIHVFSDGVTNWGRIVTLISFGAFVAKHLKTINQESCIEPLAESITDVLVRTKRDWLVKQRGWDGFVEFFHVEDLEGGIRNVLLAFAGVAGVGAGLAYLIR
PAD4 inh: PAD4 (human) enzyme inhibition; recombinant PAD4, RCA probe fluorescence polarization; 0.41% of 330,000 active; AID 485272; inhibition, % at 6.36 µM; Q9UM07;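 active = percent inhibition above a cutoff equal to the mean of all tested compounds plus 3 SD, cut at about 15% in these data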;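 also: 0% = PAD4 with RCA probe and DMSO and 100% = probe without PAD4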
TPT1 inhibitor: inhibitors of Candida albicans tRNA 2'-phosphotransferase TPT1; AID 1962; 0.81% of 300,000 active; recombinant caTPT1, FP RNA substrate dephosphorylation; inhibition, % at 5 µM;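 active = inhibition above the mean of all tested compounds plus 3 SD, set per screening campaign, cut at about 24% in these data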;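 also: plate controls were DMSO alone for no effect and ferristatin control at 100 nM for full effect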
Starred values were filed as active, the others as inactive; nt = not tested or not shown.

no. | Structure | Bcl-xL primary | MEX-5 binding | PME-1 primary | TPT1 inhibitor | GLD-1 TGE inh | Fam108B inh | PAD4 inh | MCL1 BIM primary | GSTO1 inh
1 | CCOC(=O)/C=C/[C@H]1CC2(CCO1)SCCCS2 | 2 | nt | 3 | nt | 0 | nt | 2 | 5 | nt
2 | CCOC(=O)c1cc(=O)c2c([N+](=O)[O-])ccc(OC)c2o1 | 5 | 1.2 | -1 | -1 | -4 | -4 | 0 | -3 | 3
3 | O=C(N/N=C/c1ccc(OC(F)F)cc1)C1=COCCO1 | 6 | 0.8 | -5 | 2 | 0 | -1 | 0 | 1 | -2
4 | COc1cc(COc2ccc3c(C)c(CCC(=O)O)c(=O)oc3c2)cc(OC)c1OC | 2 | 0.3 | 6 | 1 | 1 | -4 | -8 | 3 | 3
5 | Cc1cc(C(=O)CC#N)c(C)n1-c1c(C)n(C)n(-c2ccccc2)c1=O | -1 | 1.1 | 2 | 0 | 0 | -5 | -4 | -5 | 1
6 | CCOC(=O)c1ccc(NC(=S)Nc2ccc3[nH]c(=O)[nH]c3c2)cc1 | 9 | nt | -1 | 1 | 0 | 4 | -1 | 11 | -9
7 | c1cc(-c2nn[nH]n2)ccc1CN1CCCCC1 | 6 | 0.8 | -1 | -4 | 6 | 8 | -6 | 4 | 3
8 | COc1ccc(CCC(N)=O)cc1OC | 1 | -0.4 | -8 | -1 | 11 | 0 | 1 | -1 | -1
9 | CC(=O)Oc1ccc(Cn2cnc3cc4ccccc4cc32)cc1 | 7 | -1.9 | -2 | -4 | 4 | 5 | 0 | 6 | -2
10 | COc1cccc(C(c2c(NC(=O)c3ccccc3)sc(C)c2C)N2CCN(C)CC2)c1 (stereo not drawn) | 8 | 4.1 | 8 | 0 | 5 | -1 | 0 | 14 | -1
11 | Cc1nnc(N(C)C(=O)c2ccc3c(c2)OCO3)s1 | 6 | -0.4 | -6 | -1 | 5 | -5 | -3 | 4 | -8
12 | O=C1c2ccccc2C(Nc2cccnc2)N1Cc1ccccc1Cl (stereo not drawn) | -1 | 1.9 | 5 | 3 | -3 | 4 | -5 | 3 | -2
13 | CC1(C)C2CCC(C2)C1(C)NC(=O)CN1CCCC1 (stereo not drawn) | 3 | 2.0 | -4 | 1 | 3 | -2 | -2 | -2 | -5
14 | O=C1c2cccnc2C(=O)N1Cc1ccc(S(=O)(=O)N2CCN(c3ccc(Cl)cc3)CC2)cc1 | 2 | 2.1 | -1 | 3 | 3 | -8 | -4 | -1 | 3
15 | COc1ccc(NS(=O)(=O)c2ccc3c(c2)CCN3C(=O)CCC(=O)O)cc1OC | 0 | -0.9 | -4 | -2 | 1 | -7 | 4 | -2 | 8
16 | O=S(NC1CCCCC1)C12CC3CC(CC(C3)C1)C2 (stereo not drawn) | 1 | -0.6 | 1 | 2 | 6 | -3 | 3 | 1 | 2
17 | CN(CC(=O)Nc1ccc(N2CCOCC2)cc1)CC(=O)Nc1ccc(N2CCOCC2)cc1 | 4 | -0.4 | -6 | 0 | -4 | 2 | 0 | -9 | 1
18 | O=C(Nc1ccncc1)c1ccc2ncsc2c1 | 3 | 0.4 | -3 | 4 | 1 | -1 | 0 | -2 | 5
19 | O=C(CSc1nc2ccccc2n1CC(=O)N1CCCC1)NCc1ccc2c(c1)OCO2 | 0 | 0.3 | -1 | -3 | 4 | 4 | 3 | 1 | 5
20 | O=C(Nc1ccccc1F)c1ccc(CN2CCN(c3ccccc3)CC2)cc1 | 9 | 1.6 | -7 | -1 | -1 | -2 | -2 | 6 | 16

Next part:
no. | Structure | Bcl-xL primary | MEX-5 binding | PME-1 primary | TPT1 inhibitor | GLD-1 TGE inh | Fam108B inh | PAD4 inh | MCL1 BIM primary | GSTO1 inh
21 | O=C(COC(=O)c1cc(=O)[nH]c(=O)[nH]1)NCc1ccccc1 | 4 | -3.0 | 1 | 0 | -1 | 2 | 7 | 12 | 1
22 | c1ccc(-c2ccc(-c3ccccn3)s2)nc1 | 3 | 0.6 | -5 | 4 | -1 | 0 | -2 | 5 | 0
23 | Cc1ccc(-n2c(-c3c(-c4ccccc4)noc3C)n[nH]c2=S)cc1 | 1 | 2.3 | 1 | 0 | 9 | -1 | 0 | -6 | -10
24 | CS(=O)(=O)N1CCN(C(=O)c2cc(-c3ccncc3)nc3ccc(Cl)cc23)CC1 | 5 | -3.7 | 5 | -8 | 8 | 4 | -1 | 11 | -2
25 | CCOC(=O)c1sc(C)c2c(=O)n(Cc3ccc(Cl)cc3)cnc12 | 9 | 0.7 | 4 | -2 | -8 | 3 | -2 | 9 | 7
26 | C#CCOc1nc(C)cc(C)c1S(=O)(=O)c1ccccc1C | 3 | -1.2 | 10 | 3 | 8 | 4 | 0 | -1 | 2
27 | O=C(NCCc1ccc(Cl)cc1)C1CCC(=O)N1Cc1ccc(F)cc1 (stereo not drawn) | 1 | 1.5 | -1 | 3 | 8 | 0 | 0 | 0 | 2
28 | O=C1CCSc2ccc(Cl)cc2N1Cc1cccc(Cl)c1 | 4 | -0.8 | 3 | 1 | 0 | 0 | -2 | -2 | -1
29 | Nc1nonc1-n1nnc(C(=O)N/N=C/c2ccccc2)c1CSc1ccc(Cl)cc1 | 1 | -0.9 | -3 | 0 | -1 | -8 | 1 | 7 | -8
30 | CC(=O)OC(CC(=O)O)C[N+](C)(C)C (stereo not drawn) | -2 | 0.8 | 1 | -3 | 2 | 2 | 1 | -9 | 1
31 | Oc1c(Cl)cc(Cl)cc1CNn1cnnc1 | 5 | -2.1 | -9 | -2 | 1 | 0 | 3 | -7 | 1
32 | CCOc1ccc(Cl)cc1S(=O)(=O)NCc1ccccn1 | 3 | 0.0 | -1 | -3 | -6 | 2 | -5 | 4 | 0
33 | Cc1ccc(CNC(=O)CN(C)S(=O)(=O)c2ccc(F)cc2)cc1 | 6 | 0.3 | 1 | 0 | 2 | 1 | -3 | 8 | 1
34 | COc1cc(Cl)c(C)cc1NC(=O)c1cccc(OC)c1OC | 1 | 1.2 | 0 | -8 | -6 | -3 | -4 | 0 | -6
35 | N#Cc1cc2c(nc1SCc1ccccc1)CCC2 | 3 | 0.0 | -1 | -1 | -7 | -5 | 1 | 12 | -4
36 | C=C(C)CN(CC)C(=O)CSc1nc2ncc(Cl)cc2[nH]1 | 7 | 3.4 | 3 | -6 | -6 | 7 | 0 | -5 | -2
37 | COc1ccc(Cl)cc1NC(=O)C1CCCN(c2ncnc3c2nc2n3CCCCC2)C1 (stereo not drawn) | 3 | -0.1 | 1 | -6 | 4 | -2 | 4 | 1 | 5
38 | COc1ccc(C(C)=O)cc1COc1ccccc1[N+](=O)[O-] | -3 | 1.4 | 3 | -6 | 8 | -3 | 4 | -2 | -6
39 | Cc1nnc(NC(=O)C2CCN(c3cnccn3)CC2)s1 | 3 | -2.4 | -9 | 1 | 2 | -1 | -1 | 1 | -4
40 | O=C(NCC1CCCCC1)c1cc(S(=O)(=O)N2CCCCC2)ccc1N1CCOCC1 | 1 | 0.6 | 4 | -1 | -7 | -2 | 4 | -3 | 1

An excerpt from above in order of molecular weight, descending.
no. | Structure | Bcl-xL primary | MEX-5 binding | PME-1 primary | TPT1 inhibitor | GLD-1 TGE inh | Fam108B inh | PAD4 inh | MCL1 BIM primary | GSTO1 inh
34 | COc1cc(Cl)c(C)cc1NC(=O)c1cccc(OC)c1OC | 1 | 1.2 | 0 | -8 | -6 | -3 | -4 | 0 | -6
39 | Cc1nnc(NC(=O)C2CCN(c3cnccn3)CC2)s1 | 3 | -2.4 | -9 | 1 | 2 | -1 | -1 | 1 | -4
35 | N#Cc1cc2c(nc1SCc1ccccc1)CCC2 | 3 | 0.0 | -1 | -1 | -7 | -5 | 1 | 12 | -4

Entries 26–38, reprinted for reference:
no. | Structure | Bcl-xL primary | MEX-5 binding | PME-1 primary | TPT1 inhibitor | GLD-1 TGE inh | Fam108B inh | PAD4 inh | MCL1 BIM primary | GSTO1 inh
26 | C#CCOc1nc(C)cc(C)c1S(=O)(=O)c1ccccc1C | 3 | -1.2 | 10 | 3 | 8 | 4 | 0 | -1 | 2
27 | O=C(NCCc1ccc(Cl)cc1)C1CCC(=O)N1Cc1ccc(F)cc1 (stereo not drawn) | 1 | 1.5 | -1 | 3 | 8 | 0 | 0 | 0 | 2
28 | O=C1CCSc2ccc(Cl)cc2N1Cc1cccc(Cl)c1 | 4 | -0.8 | 3 | 1 | 0 | 0 | -2 | -2 | -1
29 | Nc1nonc1-n1nnc(C(=O)N/N=C/c2ccccc2)c1CSc1ccc(Cl)cc1 | 1 | -0.9 | -3 | 0 | -1 | -8 | 1 | 7 | -8
30 | CC(=O)OC(CC(=O)O)C[N+](C)(C)C (stereo not drawn) | -2 | 0.8 | 1 | -3 | 2 | 2 | 1 | -9 | 1
31 | Oc1c(Cl)cc(Cl)cc1CNn1cnnc1 | 5 | -2.1 | -9 | -2 | 1 | 0 | 3 | -7 | 1
32 | CCOc1ccc(Cl)cc1S(=O)(=O)NCc1ccccn1 | 3 | 0.0 | -1 | -3 | -6 | 2 | -5 | 4 | 0
33 | Cc1ccc(CNC(=O)CN(C)S(=O)(=O)c2ccc(F)cc2)cc1 | 6 | 0.3 | 1 | 0 | 2 | 1 | -3 | 8 | 1
34 | COc1cc(Cl)c(C)cc1NC(=O)c1cccc(OC)c1OC | 1 | 1.2 | 0 | -8 | -6 | -3 | -4 | 0 | -6
35 | N#Cc1cc2c(nc1SCc1ccccc1)CCC2 | 3 | 0.0 | -1 | -1 | -7 | -5 | 1 | 12 | -4
36 | C=C(C)CN(CC)C(=O)CSc1nc2ncc(Cl)cc2[nH]1 | 7 | 3.4 | 3 | -6 | -6 | 7 | 0 | -5 | -2
37 | COc1ccc(Cl)cc1NC(=O)C1CCCN(c2ncnc3c2nc2n3CCCCC2)C1 (stereo not drawn) | 3 | -0.1 | 1 | -6 | 4 | -2 | 4 | 1 | 5
38 | COc1ccc(C(C)=O)cc1COc1ccccc1[N+](=O)[O-] | -3 | 1.4 | 3 | -6 | 8 | -3 | 4 | -2 | -6

Next part
no. | Structure | Bcl-xL primary | MEX-5 binding | PME-1 primary | TPT1 inhibitor | GLD-1 TGE inh | Fam108B inh | PAD4 inh | MCL1 BIM primary | GSTO1 inh
41 | CC(C)(C)c1cc(CCC(=O)NCC2CCCO2)cc(C(C)(C)C)c1O (stereo not drawn) | 4 | -5.7 | 2 | 0 | 4 | -2 | 2 | -1 | 2
42 | COc1cccc(-c2ccc(-c3noc(-c4ccccc4F)n3)c(OC)n2)c1 | 8 | -1.1 | -4 | 2 | 0 | -7 | 0 | 11 | 0
43 | Cc1ccc(S(=O)(=O)/N=C(/Nc2ccc(F)cc2F)c2ccccc2)cc1 | 11 | 3.2 | 4 | -3 | -3 | -1 | 1 | 4 | -6
44 | COc1ccc(S[C@@H](CCN2CC[C@H](C)CCC2=O)c2ccccc2)cc1 | 2 | nt | -7 | nt | 2 | nt | 2 | 6 | nt
45 | CCOc1ccc(CCNC(=O)CSCC(=O)Nc2ccc(OC)cc2)cc1OCC | -4 | nt | -4 | nt | 3 | nt | -2 | -10 | nt
46 | COc1ccccc1C1CC(=O)n2c(nc(-c3ccccc3)c2-c2ccccc2)S1 (stereo not drawn) | 2 | -1.1 | -4 | -2 | 4 | -5 | -3 | 6 | -12
47 | Cc1nc(-c2cccc(S(=O)(=O)N3CCC(C)CC3)c2)cs1 | -2 | 2.0 | 8 | 1 | 14 | 3 | -2 | 10 | -9
48 | Cc1ccc(CCNC(=O)C2CCCN(C(=O)N(C)C)C2)cc1 (stereo not drawn) | 1 | 0.8 | 2 | -2 | 2 | -1 | -7 | -5 | 2

The list is partial. The share of hits here may be higher or lower than overall.
